TEAD-YAP inh: TEAD-YAP interaction inhibition; HEK-TIYL cells, TEAD-Gal4/YAP UAS-luciferase luminescence; inhibition, % at 9.12 µM; 640,000 tested, 1.4% active; AID 1259422; in the data active = inhibition above about 32%;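 also: 0% = median of test compound wells and 100% = reference inhibitor wells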
GPR151 ag: human GPR151 activation; Q8TDV0; PathHunter beta-arrestin GPR151 cells, luminescence; activation, % at 11.2 µM; 650,000 tested, 1% active; AID 1508602; in the data active = activation above about 4.9%;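 also: 0% = median of compound wells and 100% = cells with positive control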
Target sequence (Q8TDV0 whole entry, looked up): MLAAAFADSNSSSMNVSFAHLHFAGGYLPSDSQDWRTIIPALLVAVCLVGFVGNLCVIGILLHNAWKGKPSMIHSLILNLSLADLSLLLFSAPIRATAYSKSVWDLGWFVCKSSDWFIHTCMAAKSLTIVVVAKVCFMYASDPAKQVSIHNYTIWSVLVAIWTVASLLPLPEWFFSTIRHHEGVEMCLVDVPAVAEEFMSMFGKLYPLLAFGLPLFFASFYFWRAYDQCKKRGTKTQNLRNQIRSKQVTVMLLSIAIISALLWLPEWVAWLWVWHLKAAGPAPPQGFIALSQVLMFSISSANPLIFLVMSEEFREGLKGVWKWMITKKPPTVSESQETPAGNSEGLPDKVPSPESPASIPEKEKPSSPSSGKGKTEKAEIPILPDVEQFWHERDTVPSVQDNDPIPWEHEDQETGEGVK
MITF inh: blocks human microphthalmia-associated transcription factor. O75030. AlphaScreen MITF homodimerization, bead proximity signal. inhibition, % at 2.6 µM. 650,000 tested, 0.91% active; in the data active = inhibition above about 50%;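 also: 0% = vehicle wells with protein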
Target sequence (O75030 whole entry, looked up): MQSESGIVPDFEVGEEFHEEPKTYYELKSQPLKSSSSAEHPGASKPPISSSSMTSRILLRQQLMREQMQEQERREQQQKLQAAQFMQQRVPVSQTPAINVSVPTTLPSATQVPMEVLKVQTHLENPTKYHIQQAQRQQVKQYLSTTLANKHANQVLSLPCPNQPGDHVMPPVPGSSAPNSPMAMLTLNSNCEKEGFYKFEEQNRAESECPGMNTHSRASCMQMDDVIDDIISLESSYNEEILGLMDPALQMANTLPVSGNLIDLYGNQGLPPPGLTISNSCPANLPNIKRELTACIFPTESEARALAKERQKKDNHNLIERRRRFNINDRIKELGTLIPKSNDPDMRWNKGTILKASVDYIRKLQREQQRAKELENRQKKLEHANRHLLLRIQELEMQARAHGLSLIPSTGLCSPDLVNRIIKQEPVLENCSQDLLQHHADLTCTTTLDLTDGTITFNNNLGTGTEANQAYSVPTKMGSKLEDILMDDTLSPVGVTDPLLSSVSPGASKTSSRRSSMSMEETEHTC
FBW7 act: human FBW7 E3 ligase activation, primary screen | Q969H0 | AlphaScreen FBW7–phospho-cyclin E peptide binding, activator screen | normalized activity (activation), % at 26.1 µM | 650,000 tested, 0.13% active | AID 1259310; in the data active = normalized activity above about 1.9%;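 also: purified mutant Fbw7 with reduced substrate affinity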
* hit, by the source's call. This is a random part of the collection; about 3.4% have a hit in one of these screens.

Preview:
SMILES | TEAD-YAP inh | GPR151 ag | MITF inh | FBW7 act
C[C@@H]1CN(Cc2nnnn2CC(=O)NCc2ccc3c(c2)OCO3)C[C@H](C)O1 | 2 | -0.6 | 18 | 0.2
COc1cccc(NC(=O)c2cc3c(=O)n4ccccc4nc3s2)c1 | -17 | -0.4 | 0 | 0.1
Cc1cccc(Nc2ncnc3ccc(Br)cc23)c1 | 32 | 2.0 | -12 | 0.3

The list itself, previewed entries included:
SMILES | TEAD-YAP inh | GPR151 ag | MITF inh | FBW7 act
C[C@@H]1CN(Cc2nnnn2CC(=O)NCc2ccc3c(c2)OCO3)C[C@H](C)O1 | 2 | -0.6 | 18 | 0.2
COc1cccc(NC(=O)c2cc3c(=O)n4ccccc4nc3s2)c1 | -17 | -0.4 | 0 | 0.1
Cc1cccc(Nc2ncnc3ccc(Br)cc23)c1 | 32 | 2.0 | -12 | 0.3
COc1ccc(C(=O)N2CCCC(c3ccccc3)C2)cc1 (centres undefined) | -18 | 1.9 | 1 | -0.1
O=C(NCc1cccnc1)C(=O)Nc1ccc(OCc2ccccc2)cc1 | -2 | -0.8 | -3 | -0.1
CCC(Sc1nc2ccccc2s1)C(=O)ONc1cc(C)on1 (centres undefined) | 3 | -0.6 | 5 | 0.0
O=C(N/N=C/c1ccccc1Cl)C1CCC1 | -10 | -1.4 | -12 | -0.1
CC(C)CCN1CCN2C(=O)[C@H](Cc3ccccc3)NC(=O)[C@H]2C1 | -8 | -0.6 | 5 | 0.0
O=C1c2ccccc2C(=O)N1CC1c2ccccc2CCN1S(=O)(=O)c1cccc([N+](=O)[O-])c1 (centres undefined) | -8 | 0.1 | -9 | -0.1
CSc1ccc(CNc2ccccn2)cc1 | -30 | -1.5 | 5 | -0.1
CCc1ccc(NC(=O)C2CC=CCC2C(=O)O)cc1 (centres undefined) | 6 | -0.1 | 83* | 0.8
O=C(c1ccccc1)N1CCCn2c1nc1ccccc12 | 5 | 0.8 | -1 | 0.2
O=S(=O)(c1ccc(Cl)cc1)N1CCN(CC(O)Cn2c3ccc(Cl)cc3c3cc(Cl)ccc32)CC1 (centres undefined) | 0 | 0.3 | 4 | -0.1
COc1ccc(/C=N/NC(=O)CNc2ccc(C)cc2)cc1I | -10 | 0.4 | -2 | -0.1
Cc1cc(N2C(=O)CSC2c2ccc(Br)cc2)ccc1Br (centres undefined) | -4 | -0.6 | 15 | 0.7
COc1cc(C(c2c(O)[nH]c(=S)[nH]c2=O)c2c(O)[nH]c(=S)[nH]c2=O)cc(OC)c1OC | -10 | 1.3 | -3 | -0.1
O=C(CCCn1c(=S)[nH]c2cc3c(cc2c1=O)OCO3)NCCCN1CCCC1 | 9 | 0.8 | -5 | 0.0
CC1=C(C(=O)Nc2ccccc2)C(c2ccc(C(C)C)cc2)n2ncnc2N1 (centres undefined) | -7 | -1.1 | 8 | 0.3
CSc1nnc(C)c(=O)n1COC(=O)/C=C/c1ccc2c(c1)OCO2 | -3 | -0.7 | 1 | -0.2
COc1ccc(C2C(C(=O)NC3CCCCCC3)c3ccccc3C(=O)N2C2CCCCC2)cc1 (centres undefined) | 8 | 0.7 | 5 | 0.0
NC1=NC(=O)C(C(=O)NC2(C(F)(F)F)Oc3ccc(Cl)cc3O2)S1 (centres undefined) | -14 | -2.3 | -7 | -0.1
Cc1ccccc1CS(=O)(=O)Cc1ccc(C(=O)N2CCn3c(nc4ccccc43)C2)o1 | 9 | -1.1 | 10 | 0.6
Cc1nnc(SCC(=O)N2CCCC2)n1C | 2 | -0.1 | 11 | 0.0
CC(C)=CCN1CCN(c2ccc(F)c(Cl)c2)C1=O | -58 | -1.9 | -2 | -0.2
Cc1ccc(OCC(=O)Nc2sc3c(c2C(N)=O)CCC3)c(C(C)(C)C)c1 | -1 | -1.2 | 5 | 0.0
O=C(Nc1ccc(-c2nc3ccccc3[nH]2)cc1)c1ccccc1Cl | -52 | -0.5 | 1 | 0.0
Fc1ccccc1C1C=C(c2ccc(Br)s2)Nc2nc3ccccc3n21 (centres undefined) | -44 | -0.2 | -2 | 0.1
Cc1cc(C(=O)NNC(=O)CCNC(=O)c2ccc(C(C)(C)C)cc2)c(C)o1 | 3 | 0.3 | 2 | -0.1
Nc1nc(NCc2ccc3c(c2)OCO3)nc2c1ncn2Cc1ccc(C(F)(F)F)cc1 | -11 | 1.7 | -4 | 0.1
Cc1ccc(C(=O)NC(C)(C)CO)cc1S(=O)(=O)N1CCOCC1 | -4 | 1.4 | -7 | -0.1
COCCNc1ccnc2c(-c3ccccc3OC)cnn12 | -27 | -1.7 | -4 | 0.7
COc1ccccc1CNC(=O)CN1N=C(c2ccc(Cl)cc2)CCC1=O | 2 | 1.3 | 3 | -0.1
Cn1c(C2=C(O)CN(Cc3ccccc3)C2=N)[n+](C)c2ccccc21 | 2 | 1.7 | -3 | -0.1
CCc1ccccc1NC(=S)N(CCCN1CCCCCC1)Cc1ccco1 | -4 | 1.8 | -13 | -0.1
CCC(=NCc1ccccc1)C1=C(O)C(C(=O)OC)C(C)(C)CC1=O (centres undefined) | 9 | -0.2 | 19 | 0.6
CN(CCc1ccccc1)C(=O)CCc1nnc(Cc2c[nH]c3ccccc23)o1 | 2 | 0.8 | 12 | 0.1
COCCCN1C(=O)c2[nH]nc(-c3ccccc3O)c2C1c1ccccc1 (centres undefined) | 4 | -1.1 | 9 | -0.3
COc1ccc(C2C(C#N)=C(N)Oc3n[nH]c(C)c32)cc1Cn1nnc2ccccc21 (centres undefined) | 6 | -0.8 | -7 | -0.1
COc1ccc(CCN2C(=O)C3C4c5ccccc5C(C)(c5ccccc54)C3C2=O)cc1OC (centres undefined) | 10 | -0.4 | 13 | 0.0
Cc1c(Cl)cccc1NC(=O)CNC(=O)c1ccccc1F | 13 | -0.1 | 14 | 0.1
COc1ccc(NC(=O)CSc2nccn2C)cc1S(N)(=O)=O | 2 | 1.3 | 5 | -0.1
COc1ccc(C(=O)COC(=O)C(Cc2c[nH]c3ccccc23)NC(=O)c2ccc(Br)cc2)cc1 (centres undefined) | -5 | 1.4 | 0 | 0.0
CCOc1cc(/C=C2/C(=N)N3N=C(Cc4ccccc4)SC3=NC2=O)ccc1OCCOc1cccc(C)c1 | 12 | -0.7 | 15 | 0.1
O=C(NCC(c1ccco1)S(=O)(=O)c1ccccc1)c1c(F)cccc1F (centres undefined) | 5 | 0.3 | -5 | 0.1
O=C(Cn1c2ccccc2c2cn[nH]c(=O)c21)NCCc1ccccc1 | -4 | 0.3 | 2 | 0.0
COc1cc(OC)cc(-n2nc(C(=O)NC3CCCC(C)C3C)c3ccccc3c2=O)c1 (centres undefined) | 6 | -1.0 | 6 | 0.5
O=C(Nc1nnc(SCc2ccccc2)s1)c1ccccc1 | -43 | -1.0 | 0 | 0.0
CCCn1cc(SC(C)C(=O)Nc2sc3c(c2C(=O)OCC)CCCCC3)c2ccccc21 (centres undefined) | -7 | 0.4 | 7 | 0.0

Complete entries as entered above:
CCOc1cc(/C=C2/C(=N)N3N=C(Cc4ccccc4)SC3=NC2=O)ccc1OCCOc1cccc(C)c1 as listed: TEAD-YAP inh = 12; GPR151 ag = -0.7; MITF inh = 15; FBW7 act = 0.1
Cc1c(Cl)cccc1NC(=O)CNC(=O)c1ccccc1F as listed: TEAD-YAP inh = 13; GPR151 ag = -0.1; MITF inh = 14; FBW7 act = 0.1
COCCCN1C(=O)c2[nH]nc(-c3ccccc3O)c2C1c1ccccc1 (centres undefined) as listed: TEAD-YAP inh = 4; GPR151 ag = -1.1; MITF inh = 9; FBW7 act = -0.3

Next section:
SMILES | TEAD-YAP inh | GPR151 ag | MITF inh | FBW7 act
CSc1ccc(NC(=O)NCCc2ccncc2)cc1 | -6 | 0.2 | -1 | -0.1
O=C(Nc1ccc(Cl)cc1)c1nn2c(c1Br)NC(c1cccs1)CC2C(F)(F)F (centres undefined) | -12 | 2.8 | -2 | 0.1
CC(CN1CCc2nnc(-c3ccccc3)n2CC1)c1ccccc1 (centres undefined) | 8 | -1.2 | 3 | 0.2
CCOC(=O)c1nn(-c2ccc(C)c(C)c2)c(=O)c(C#N)c1C | -6 | -1.0 | 3 | 0.1
Cc1oc2c(c1C(=O)N1CCCC1)C(=O)c1ccccc1C2=O | 54* | -1.1 | 16 | -0.1
COc1cc(C(C)=O)ccc1OCC(=O)NCC1(N2CCCCC2)CCCCC1 | -3 | -0.2 | -1 | 0.1
Nc1nc(CSc2nnnn2-c2ccc(F)c(Cl)c2)nc(N2CCOCC2)n1 | -3 | -0.9 | -8 | 0.3
CC(C)(CO)CNCc1c(C(=O)N2CCCCCCC2)nc2ccc(Cl)cn12 | 5 | 2.1 | 4 | 0.0
CC1CCCN(C(=O)C2CCC(CNc3c(N4CCCCC4)c(=O)c3=O)CC2)C1 (centres undefined) | 4 | 0.4 | 7 | 0.1
CC(C)CN(C(=O)COc1ccccc1)c1nnc(-c2cccnc2)s1 | -20 | 0.1 | 7 | 0.0
O=c1c2c(Br)c3c(=O)n(-c4nccs4)c(=O)c3c(Br)c2c(=O)n1-c1nccs1 | 8 | 1.0 | 8 | -0.2
Cc1sc2ncnc(Nc3ccncc3)c2c1C | 8 | 5.3* | 4 | -0.1
Cn1c(=O)n(Cc2cccc(Br)c2)c(=O)c2c1ncn2Cc1ccccc1 | -26 | 0.7 | 15 | 0.0
COc1ccc(C2(C)NC(=O)N(CC(=O)N3CCCc4ccccc43)C2=O)cc1OC (centres undefined) | 5 | -1.8 | 14 | 0.6
CCN(CC)CCn1c(=S)[nH]c2cc(C(=O)N3CCOCC3)ccc2c1=O | 4 | 0.7 | -2 | -0.1
COC(=O)c1ccc(C)c(NS(=O)(=O)c2ccc(C)cc2)c1 | 56* | 0.3 | -6 | -0.1
COC(=O)c1ccccc1NC(=O)c1ccc(C)cc1 | -9 | -3.3 | 5 | 0.2
CCOC(=O)Cc1c(C)nc2c(-c3ccccc3)c[nH]n2c1=O | 8 | 7.5* | 4 | -0.3
COc1ccccc1CNC(=O)CCN1N=C(c2ccccc2)CCC1=O | 2 | -0.4 | 4 | 0.0
COc1ccc(CCNC(=O)c2cncc(-c3ccc(C(=O)N4CCN(C)CC4)cc3)c2)cc1 | 3 | 1.5 | 4 | 0.1
COCCNC(=O)c1cc(-c2ccccn2)nc2ccccc12 | -1 | 0.5 | 3 | 0.0
CCOc1ccc(S(=O)(=O)NCC2COC3(CCCCC3)O2)cc1 (centres undefined) | -8 | -1.0 | -2 | -0.1
O=C(CNc1cccc(Br)c1)c1ccc([N+](=O)[O-])cc1 | -6 | -0.6 | 22 | 0.0
CCCCC(=O)Nc1c2c(nn1-c1cccc(Cl)c1)CSC2 | 16 | 0.0 | -19 | 0.0
CCC(C)NC(=O)C1CCN(c2nnnn2-c2ccccc2)CC1 (centres undefined) | 5 | 0.2 | -2 | 0.0
O=C1/C(=C/c2ccccc2O)N=C2CCCCCN12 | -38 | -0.6 | 6 | 0.1
CCOc1ccc(-n2nc3ccc(NC(=O)c4ccc(OCc5ccccc5)cc4)cc3n2)cc1 | 0 | 0.7 | 13 | 0.3
O=C(O)c1cc(N/N=C/c2cccnc2)ccc1Cl | -23 | -4.8 | -8 | 0.2
Cc1cc([N+](=O)[O-])ccc1N/C=C1\CCCCC1=O | 9 | -0.9 | 22 | 0.3
O=C(Oc1ccccc1Br)c1cccs1 | 7 | 0.9 | -23 | -0.1
C/C(=N\NC(=O)c1cc(Cl)ccc1O)c1ccc(Br)s1 | -15 | 1.5 | 7 | 0.2
O=c1oc(-c2ccccc2Cl)nc2ccccc12 | 1 | -0.8 | -1 | 0.0
CCc1c(C)sc(NC(=O)c2cccc([N+](=O)[O-])c2C)c1C(N)=O | -6 | -1.0 | 1 | 0.0
O=C(Nc1ccccc1)c1ccc2nc(Nc3nccc4ccccc34)sc2c1 | -42 | 1.2 | 5 | 0.3
c1ccc(CNc2ccnc(-c3ccc(N4CCOCC4)nc3)n2)cc1 | -20 | 1.1 | 7 | 0.0
COc1ccc(CCNC(=O)CCn2c(SCC(=O)Nc3cc(C)on3)nc3ccccc3c2=O)cc1OC | 3 | 4.9* | 8 | 0.0
CC1CCN(C(=O)c2cnn3c(C(F)(F)F)cc(-c4cccs4)nc23)CC1 | -6 | 0.1 | 13 | -0.1
Cc1ccc(CS(=O)(=O)Cc2ccc(C(=O)NC3CC3)o2)cc1 | 11 | 0.4 | -3 | -0.4
CC(C)(C)C(=O)N1CCN(c2ccc([N+](=O)[O-])c(NCc3cccnc3)c2)CC1 | 4 | -0.7 | 11 | -0.1
COC(=O)C(C)Oc1ccc2c(C)c(-c3ccccc3)c(=O)oc2c1 (centres undefined) | -2 | 0.1 | 6 | 0.4
CCOC(=O)c1cn(CC(=O)Nc2ccc(C)cc2Cl)c2nc(C)ccc2c1=O | 17 | -0.4 | -1 | -0.1
CN(Cc1ccccc1)S(=O)(=O)c1ccc(C(=O)Nc2ccccc2-c2nc3ccccc3[nH]2)cc1 | 2 | 0.6 | -7 | -0.1
c1cncc(CNc2nc(NCc3nc4ccccc4[nH]3)c3ncn(-c4ccsc4)c3n2)c1 | 86* | 1.1 | -8 | -0.1

Of the compounds above, these contain a tert-butyl group:
SMILES | TEAD-YAP inh | GPR151 ag | MITF inh | FBW7 act
Cc1ccc(OCC(=O)Nc2sc3c(c2C(N)=O)CCC3)c(C(C)(C)C)c1 | -1 | -1.2 | 5 | 0.0
Cc1cc(C(=O)NNC(=O)CCNC(=O)c2ccc(C(C)(C)C)cc2)c(C)o1 | 3 | 0.3 | 2 | -0.1
CC(C)(C)C(=O)N1CCN(c2ccc([N+](=O)[O-])c(NCc3cccnc3)c2)CC1 | 4 | -0.7 | 11 | -0.1

Source: PubChem BioAssay
